# Screens: PubChem BioAssay, several laboratories
# UBC9 SUMO inh = blocks human SUMOylation mediated by UBC9; P63279; HTRF SUMOylation assay, SAE1/SAE2 + UBC9, in vitro; inhibition, % at 35 µM; actives 0.36% (n = 290,000); AID 2006; in the data active = inhibition above about 50%, passing the limit was not always enough; also: strong numbers were not always called active
# Target sequence (P63279 whole entry, looked up): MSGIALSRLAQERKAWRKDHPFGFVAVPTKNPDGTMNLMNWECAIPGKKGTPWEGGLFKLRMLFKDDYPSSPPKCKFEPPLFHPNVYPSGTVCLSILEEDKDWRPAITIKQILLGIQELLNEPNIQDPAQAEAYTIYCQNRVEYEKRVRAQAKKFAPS
# MEKK3 PB1 HTS = raises or lowers MEK5 binding to the human MEKK3 PB1 domain; bead-based flow cytometry, Alexa488-MEK5 binding to MEKK3; actives lie on both sides; 0 = blocked by unlabeled MEK5, 100 = vehicle; AID 1529; actives 1.4% (n = 290,000); binding response (% of control), % at 10 µM;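 active = binding response more than 3 SD above or below the average of its plate-row segment, actives on both sides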;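 also: Alexa488 bead fluorescence after subtracting the streptavidin-only scavenger bead signal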
# Target sequence (Q99759 whole entry, looked up, the tested form may be a part): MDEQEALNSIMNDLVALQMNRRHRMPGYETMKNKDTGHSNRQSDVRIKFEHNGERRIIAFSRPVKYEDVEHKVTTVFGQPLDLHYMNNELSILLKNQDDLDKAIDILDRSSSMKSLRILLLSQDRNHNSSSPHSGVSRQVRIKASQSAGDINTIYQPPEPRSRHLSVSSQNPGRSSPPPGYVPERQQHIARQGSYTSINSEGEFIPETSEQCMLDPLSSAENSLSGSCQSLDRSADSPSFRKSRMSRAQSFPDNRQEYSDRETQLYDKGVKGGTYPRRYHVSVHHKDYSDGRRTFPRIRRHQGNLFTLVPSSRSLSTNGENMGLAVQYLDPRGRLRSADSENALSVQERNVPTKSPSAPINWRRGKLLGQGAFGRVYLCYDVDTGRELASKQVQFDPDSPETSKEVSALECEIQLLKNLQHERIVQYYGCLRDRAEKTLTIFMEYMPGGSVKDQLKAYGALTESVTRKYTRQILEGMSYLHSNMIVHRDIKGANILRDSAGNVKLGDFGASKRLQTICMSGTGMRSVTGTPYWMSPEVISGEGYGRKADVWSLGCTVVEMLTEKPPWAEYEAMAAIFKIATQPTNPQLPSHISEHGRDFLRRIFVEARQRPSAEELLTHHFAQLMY
# MEKK2wt PB1 HTS = raises or lowers MEK5 binding to wildtype human MEKK2 PB1 domain; actives 1.1% (n = 290,000); Q9Y2U5; bead flow cytometry, Alexa488-MEK5 binding to MEKK2 WT; actives lie on both sides; binding response (% of control), % at 10 µM; in the data active = binding response below about 67% or above about 130%
# NALP1 inh = blocks the NALP1 inflammasome reconstituted in yeast. actives 0.61% (n = 280,000). inhibition, % at 10 µM. S. cerevisiae NALP1/ASC/caspase-1 growth, X-gal OD620, 72 h; in the data active = inhibition mostly above about 24%, no sharp cut-off; inactive = mostly below about 32%; also: some compounds called inactive have numbers as strong as hits
# IDE cell activ = IDE (human) activation, cell-based. P14735. HEK cells, FAbeta-B cleavage, fluorescence polarization; 0% vehicle, 100% cell-free pure enzyme wells. activation, % at 5.96 µM. actives 0.073% (n = 340,000);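 active = activation above the mean of all tested compounds plus 3 SD, set per screening campaign, cut at about 17% in these data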
# MEKK2mut PB1 HTS = signal of MEK5 binding to mutant human MEKK2 PB1 domain. bead flow cytometry, Alexa488-MEK5 binding to MEKK2 mutant. AID 1530. actives 0.35% (n = 290,000). percent response, % at 10 µM; in the data active = percent response above about 24%, passing the limit was not always enough; also: inactives centre near 1; some results filed as inactive read as strong as hits; reference of the scale not given here
# p-CIP stab down = compounds decreasing mouse p/CIP protein stability | AID 1984 | actives 0.01% (n = 290,000) | decrease of EGFP signal, % at 10 µM | F442A p/CIP-EGFP cells, EGFP fluorescence, 16 h | Q05BA5;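 active = EGFP signal decrease of at least 30% at 10 µM or well 3 SD below plate mean, unless failing retest; inactive = the rest, including hits failing retest or dose response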; also: some compounds called inactive have numbers as strong as hits; many of its hits are not listed in these tables
# PfM18AAP inh = blocks P. falciparum M18 aspartyl aminopeptidase; recombinant PfM18AAP, H-Glu-NHMec fluorogenic cleavage; actives 1.2% (n = 290,000); inhibition, % at 7.35 µM;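 active = inhibition above the campaign mean inhibition over all tested compounds plus 3 SD, cut at about 28% in these data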;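 also: 0% = plate median of test compound wells and 100% = 2 mM ZnCl2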
# IDE inh = inhibits human insulin-degrading enzyme in HEK cells; actives 0.41% (n = 320,000); AID 434962; inhibition, % at 5.59 µM; FAbetaB cleavage, fluorescence polarization; P14735;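 active = percent inhibition above the average of all tested compounds plus 3 SD, set per screening campaign, cut at about 16% in these data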;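 also: IDE supplied by intact live HEK cells; FP after avidin binding of uncleaved biotin substrate so inhibition keeps polarization high; 0% = DMSO wells and 100% = 60 µM reference IDE inhibitor Ii1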
# * hit, by the source's call; . = no result given; [ ] = remark or other dose. An excerpt (hit frequency here may not be typical).
SMILES,UBC9 SUMO inh,MEKK3 PB1 HTS,MEKK2wt PB1 HTS,NALP1 inh,IDE cell activ,MEKK2mut PB1 HTS,p-CIP stab down,PfM18AAP inh,IDE inh
Cc1cc(C)c(S(=O)(=O)n2c([N+](=O)[O-])cnc2C)cc1C,-5,83,101,6,4,3,5,0,0
NC(=O)COC(=O)[C@@H]1CC(O)CN1S(=O)(=O)c1ccc2c(c1)OCCO2 (stereo not given in full),26,101,97,.,4,-3,2,-9,-6
CCOC(=O)c1c[nH]c(=S)n1C,4,93,91,-10,0,-15,-6,0,2
CC(=O)OCC1=C(C(=O)O)N2C(=O)C(NC(=O)C(C)Cn3nc(C)c(Cl)c3C)C2SC1 (stereo not given),11,98,103,-8,-6,-7,0,21,7
CSCC[C@H](NC(=O)[C@H](Cc1ccccc1)n1c(=O)[nH]c2ccccc2c1=O)C(=O)NCC1CCC(C(=O)O)CC1 (stereo not given in full),0,93,90,23,4,-4,6,-1,5
CCC1Oc2ccccc2C(=O)N(CC(=O)c2ccc3c(c2)OCCO3)C1=O (stereo not given),.,97,93,23,7,-1,-4,-1,2
OCC1C2c3ccccc3C(c3ccccc32)C1CO (stereo not given),11,97,103,-12,-2,8,-10,-7,3
COc1cc(OC)c(OC)cc1/C=C1\CC(C)C/C(=C\c2cc(OC)c(OC)cc2OC)C1=O (stereo not given),0,101,123,17,-4,12,-10,15,10
Cc1ccccc1OCC(=O)Nc1cc(S(=O)(=O)N2CCCCC2)ccc1N1CCN(C)CC1,2,99,105,7,.,6,-10,-2,3
O=C(Nc1cccc(Cl)c1)N(Cc1nc2ccccc2c(=O)[nH]1)Cc1cccs1,-10,63,57,-6,-2,-3,5,-12,4
NC(=O)c1ccsc1NC(=O)CSc1nc2ccccc2c(=O)n1CCCO,6,105,104,26,-6,6,2,10,10
O=C1CC(N2CCN(c3ccccc3)CC2)C(=O)N1c1ccc2c(c1)OCO2 (stereo not given),5,96,96,9,0,-8,-11,2,9
CC(=O)c1ccc(NC(=S)NCc2ccc(Cl)cc2Cl)cc1,-2,92,96,0,2,-7,-7,-6,2
Cc1cc(SCC(=O)N(C)c2c(N)n(Cc3ccccc3)c(=O)[nH]c2=O)nc2ccccc12,8,105,103,-4,-2,8,-5,7,1
Cc1ccc2c(c1)N(CC(=O)N1CCc3ccccc3C1)C(=O)CO2,17,104,108,4,0,7,-17,0,0
CC(C)C[C@H](N)C(=O)N1CCC(C(=O)N[C@H](C(=O)NC(C)c2ccccc2)C(C)C)CC1 (stereo not given in full),19,101,101,19,4,3,6,-1,-4
CCOC(=O)N1CCC(NC(=O)C(C)n2c3ccccc3c3cnn(C)c(=O)c32)CC1 (stereo not given),-15,94,91,-2,1,-6,0,-2,2
O=C1CCCN2N=C(SCC(=O)Nc3cccc(F)c3)SC2=N1,4,100,100,3,-7,-2,-6,0,-4
O=C(COc1ccccc1)NC1CCCN(Cc2ccccc2F)C1 (stereo not given),-7,99,102,-1,6,-2,10,-2,0
Fc1ccc(OCc2cc(-c3ccccc3)no2)cc1,3,105,104,11,1,6,-6,2,6
O=C1NC(c2ccc(Cl)cc2Cl)Oc2ccccc21 (stereo not given),12,106,111,11,0,7,-4,0,-9
COc1ccc(Nc2nnc(-c3ccccc3)c3ccccc23)cc1C(=O)N1CCCCC1,6,108,96,29,2,-1,8,-2,1
CC1CCC/C(=C\Nc2ccc3c(c2)OCO3)C1=O (stereo not given),28,101,89,11,6,-4,-4,12,7
O=C(Nc1ccc(Oc2c(F)c(F)c(F)c(F)c2F)cc1)OC1CCN2Cc3ccccc3N=C12 (stereo not given),9,114,130,.,1,15,-4,0,-2
Cc1cccc(NCC(=O)N/N=C\c2ccc[nH]2)c1,16,96,105,.,7,5,-4,9,-5

# The last two compounds of the section above come first, to join the parts:
SMILES,UBC9 SUMO inh,MEKK3 PB1 HTS,MEKK2wt PB1 HTS,NALP1 inh,IDE cell activ,MEKK2mut PB1 HTS,p-CIP stab down,PfM18AAP inh,IDE inh
O=C(Nc1ccc(Oc2c(F)c(F)c(F)c(F)c2F)cc1)OC1CCN2Cc3ccccc3N=C12 (stereo not given),9,114,130,.,1,15,-4,0,-2
Cc1cccc(NCC(=O)N/N=C\c2ccc[nH]2)c1,16,96,105,.,7,5,-4,9,-5
Cc1ccc(C)c2[nH]c(=O)c(CCNC(=O)c3ccc(S(=O)(=O)N4CCCC4)cc3)cc12,-5,92,88,22,-2,-6,-14,3,0
COc1cccc(C(=O)Oc2c(CN3CCOCC3)cc(Cl)c3cccnc23)c1,9,101,98,14,3,0,7,6,-8
C=C(C)c1cccc(C(C)(C)NC(=O)NCC2COCCO2)c1 (stereo not given),-6,112,107,-66,3,4,-3,4,0
Clc1ccc(CSc2nncn2-c2ccccn2)cc1,19,99,96,2,2,0,-8,-1,2
COc1ccc(CN2C(=O)CCC2(C)C(=O)NCc2cccnc2)c(OC)c1 (stereo not given),-1,101,102,9,-2,-1,-11,-13,9
COc1ccc(C(=O)N2N=C3CC(C)(C)OCC3C2c2ccccc2)cc1 (stereo not given),5,102,101,34,3,0,-1,1,-1
CC(C)(C)CC(=O)NC(=S)Nc1ccccc1C(F)(F)F,-10,101,99,9,5,5,-1,-9,1
COC(=O)c1cc(C(=O)Nc2nnc(C3CC3)s2)cc([N+](=O)[O-])c1,-12,105,103,1,1,1,-1,-6,6
Cc1cc(C(=O)Nc2nc3c(C)cccc3s2)c(C)o1,-1,91,96,40,-1,-4,-2,-2,-5
CCCN1C(=O)/C(=C/c2c(NCCCOC(C)C)nc3c(C)cccn3c2=O)SC1=S,23,94,71,5,0,-4,-196,4,-2
Cn1c(=O)c2cc(S(=O)(=O)NC(C(=O)N3CCCCCC3)c3ccccc3)ccc2n(C)c1=O (stereo not given),-8,104,105,6,-8,4,2,0,4
Cc1ccc(C(C)C)c(OCCNC(=O)c2ccccc2O)c1,-8,108,105,-4,0,1,-6,2,3
Cc1cccc(N(CC(=O)N/N=C/c2ccccc2C(=O)O)S(C)(=O)=O)c1C,1,93,94,.,0,-4,1,-4,4
Cc1ccc(C(=O)NCc2ccco2)cc1[N+](=O)[O-],13,101,102,44,2,3,-8,-8,3
N#Cc1ccc(COc2cccc3cccnc23)cc1,28,97,90,3,3,-5,8,1,-3
Cc1ccc(C(NC(N)=O)c2ccccc2C)cc1 (stereo not given),-10,100,91,-1,4,-4,-18,-8,1
CCOC(=O)C(C)n1cnc2c(oc3ccccc32)c1=O (stereo not given),14,118,105,12,-5,4,-2,5,-2
Cc1nn(C)cc1NC(=O)c1ccc(Br)o1,6,92,92,25,0,-1,-7,0,-2
CCN(CC)C(=O)Cn1cc(SCC(=O)Nc2cc(C)on2)c2ccccc21,5,106,105,-8,5,0,-2,-3,-6
Cc1ccc(C)c(CN2CCCN(C(=O)Cn3ncc4c3-c3ccccc3OC4)C2)c1,-5,102,104,12,2,3,4,-4,2
Cc1ncc(CO)c2cc(C(=O)Nc3ccccc3Cl)c(=Nc3cccc(C(N)=O)c3)oc12,-16,107,107,10,-5,9,-15,-6,1
Cc1ccc(C2=NN(CC(=O)NCc3cccs3)C(=O)CC2)cc1,-7,99,100,8,2,-2,-8,5,2
CC(NC(=S)NCCCN1CCOCC1)C1CC2CCC1C2 (stereo not given),-3,107,107,-11,1,0,-8,2,.
COC(=O)C(C)Sc1nc2c(c(-c3ccc(OC)cc3)c1C#N)-c1ccccc1C2=O (stereo not given),.,99,93,.,2,-3,.,-6,-1
CC(CCc1ccccc1)NC(=O)c1ccc(NC(=O)c2ccc(Cl)cc2Cl)cc1 (stereo not given),-1,103,97,20,5,5,-2,-5,1

# Entries listed so far that contain two or more sulfur atoms, in the order listed:
SMILES,UBC9 SUMO inh,MEKK3 PB1 HTS,MEKK2wt PB1 HTS,NALP1 inh,IDE cell activ,MEKK2mut PB1 HTS,p-CIP stab down,PfM18AAP inh,IDE inh
NC(=O)c1ccsc1NC(=O)CSc1nc2ccccc2c(=O)n1CCCO,6,105,104,26,-6,6,2,10,10
O=C1CCCN2N=C(SCC(=O)Nc3cccc(F)c3)SC2=N1,4,100,100,3,-7,-2,-6,0,-4
CCCN1C(=O)/C(=C/c2c(NCCCOC(C)C)nc3c(C)cccn3c2=O)SC1=S,23,94,71,5,0,-4,-196,4,-2

# New compounds follow
SMILES,UBC9 SUMO inh,MEKK3 PB1 HTS,MEKK2wt PB1 HTS,NALP1 inh,IDE cell activ,MEKK2mut PB1 HTS,p-CIP stab down,PfM18AAP inh,IDE inh
[O-]/C(=C(\C(=S)Nc1ccc(Cl)cc1)[n+]1ccccc1)c1ccc(OC(F)F)cc1,7,103,95,4,-1,-2,-2,3,5
Oc1ccc(-n2cnnn2)cc1,-15,71*[inhibitor],77,38,-3,-5,0,2,1
COc1ccccc1CC(=O)Nc1c[nH]c(=O)[nH]c1=O,-4,101,102,20,0,17,-13,-6,-1
COC(=O)c1cc(S(=O)(=O)NCCc2ccccc2)c[nH]1,-7,96,96,16,1,2,8,2,3
Cc1c(C(=O)NCCSCc2ccccc2)cccc1[N+](=O)[O-],-6,104,101,12,-3,-4,-6,-14,6
CC(C)c1cc2c(c(O)c1O)[C@@]13CCCC(C)(C)C1CC2OC3=O (stereo not given in full),15,99,98,-4,-12,1,-5,68*,3
COc1ccc(OCCC(=O)OCC(=O)Nc2ccc(S(=O)(=O)N3CCOCC3)cc2)cc1,7,115,107,12,3,-1,-3,-9,-4
Clc1ccc(N2CCN(/N=C/c3ccncc3)CC2)cc1,-2,104,101,4,-12,0,-6,2,6
O=C(O)C(Cc1ccccc1)n1c(=S)[nH]c2ccccc2c1=O (stereo not given),16,98,96,0,2,-4,-3,5,5
COc1ccc2cc3cc(C(=O)NCCCN4CCOCC4)oc3nc2c1,41,106,111,10,-2,5,-10,9,1
Cc1ccc(S(=O)(=O)N2CCN(C(=O)c3ccc(N4CCCC4)c([N+](=O)[O-])c3)CC2)cc1,1,93,94,21,3,0,9,-5,-2
COCCNC(=S)N/N=C(\C)c1cc2ccccc2o1,7,92,93,17,-3,-2,6,-1,-2
CS(=O)(=O)N1CCCC(C(=O)NCCCN2CCc3ccccc3C2)C1 (stereo not given),-8,106,108,24,5,1,-7,-11,-3
COCCN(C(=O)c1ccco1)c1nnc(-c2ccc(F)cc2)s1,11,93,91,5,2,-29,-15,-4,-3
COc1cccc(/C=N/NC(=O)c2ccc(N3CCCC3=O)cc2)c1,4,100,100,5,2,-3,-4,2,0
COc1ccc(OCC(=O)Nc2cccc(-c3nc4ccccc4o3)c2)cc1,26,96,91,17,-6,-6,-27,-9,9
CCOc1cc(CO)c(Br)cc1OCC(=O)O,1,87,94,36,.,-3,0,-10,5
O=C(COC(=O)c1n[nH]c2ccccc12)Nc1cccc(S(=O)(=O)N2CCOCC2)c1,-18,96,100,-4,4,-4,11,-1,.
CCOC(=O)c1c(NC(=O)c2noc3c2CCCC3)sc(C)c1C,7,107,106,3,.,4,2,22,.
COC(=O)c1cc(NC(=O)Cc2ccccc2[N+](=O)[O-])ccc1Cl,-3,102,96,18,2,0,2,3,5
Cn1nnnc1SCC(=O)Nc1nc2c(s1)CCCC2,9,85,92,10,3,-4,-2,3,0
CSCCC(NC(=O)C1CCCC1)c1nnc2ccccn12 (stereo not given),12,103,105,4,1,7,1,5,6
CCCCN(C)CCCNC(=O)CS(=O)Cc1nc(-c2ccc(OC)c(OC)c2)oc1C (stereo not given),-2,102,99,22,2,1,-19,-12,10
CC(=O)c1cccc(NC(=O)c2cc(Cl)sc2Cl)c1,13,100,95,18,-1,5,-10,-1,4
COc1ccc(CN2C(=O)c3cccnc3C2=O)cc1S(=O)(=O)NC1CCCCC1C (stereo not given),18,98,97,6,0,1,-15,-1,-7
CCCCCOc1ccc(NC(=O)CCCC(=O)O)cc1,2,105,106,33,1,12,6,1,2
